# High-throughput results (PubChem BioAssay)
# LDHA block: LDHA (human) enzyme inhibition; P00338; 480,000 compounds, 0.15% hits; activity change, % (values are at about 110 or 230 µM); purified LDHA, NADH/diaphorase-resazurin fluorescence; stronger effect = lower value; AID 1347041; in the data active means activity change below about -30%; inconclusive means mostly about -25% to -30%;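 further: plate controls were DMSO wells for no effect and wells without enzyme for full effect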
#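 Human LDH5 (2 nM) was incubated with 0.06 mM NADH and 0.2 mM pyruvate for 5 min at room temperature in Tris pH 7.4. Remaining NADH was coupled through diaphorase/resazurin, and resorufin fluorescence was read at 0 and 20 min.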
# RXFP1 agonist: activates the human relaxin receptor RXFP1; Q9HBX9; 370,000 compounds, 0.3% hits; AID 2676; HEK293T-RXFP1 cAMP TR-FRET, 30 min; response scale: percent of porcine relaxin response, buffer zero; Potency, µM (top dose mostly 57.5 µM), for the others: at the top dose activation, most hits filed as activators; further: potency means the concentration at half of the fitted maximal effect; on the % scale 0 is the no-effect control and ±100 the full control effect; nearly all actives have a fitted effect of over 60% in size; many of its hits are not listed in these tables
# Target sequence (Q9HBX9 whole entry, looked up): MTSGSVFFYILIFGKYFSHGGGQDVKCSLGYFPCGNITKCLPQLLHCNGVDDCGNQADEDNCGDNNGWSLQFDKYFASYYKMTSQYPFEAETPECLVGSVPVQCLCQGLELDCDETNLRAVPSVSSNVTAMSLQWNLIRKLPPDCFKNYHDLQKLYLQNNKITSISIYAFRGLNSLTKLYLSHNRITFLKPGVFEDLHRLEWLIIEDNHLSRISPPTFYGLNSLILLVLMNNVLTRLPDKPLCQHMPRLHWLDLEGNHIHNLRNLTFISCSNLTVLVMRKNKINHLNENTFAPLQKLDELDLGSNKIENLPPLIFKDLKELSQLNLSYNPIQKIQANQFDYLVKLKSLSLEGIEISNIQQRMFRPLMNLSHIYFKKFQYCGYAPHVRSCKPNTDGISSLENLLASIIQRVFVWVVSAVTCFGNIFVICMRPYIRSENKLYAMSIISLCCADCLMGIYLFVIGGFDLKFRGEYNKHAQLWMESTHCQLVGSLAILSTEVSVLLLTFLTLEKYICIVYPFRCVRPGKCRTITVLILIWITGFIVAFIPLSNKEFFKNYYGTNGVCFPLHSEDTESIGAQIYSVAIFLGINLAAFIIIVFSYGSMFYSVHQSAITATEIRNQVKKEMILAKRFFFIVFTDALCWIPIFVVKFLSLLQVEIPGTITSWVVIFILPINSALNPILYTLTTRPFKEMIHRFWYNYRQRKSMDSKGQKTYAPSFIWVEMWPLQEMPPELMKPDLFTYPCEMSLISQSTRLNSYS
#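 HEK293 cells stably expressing RXFP1, treated 30 min at 37C with compounds plus PDE4 inhibitor Ro 20174; cAMP measured by HTRF TR-FRET. Normalized to buffer and 29 nM porcine relaxin; EC50 by Hill fit.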
# Vif-A3G inh: Vif-A3G binding inhibition; Q9HC16; HeLa A3G-eYFP + Vif (tagged APOBEC3G with the HIV-1 protein that degrades it), YFP fluorescence, overnight; Potency, µM (doses to about 46.1 µM), inactives show at the top dose activity, negative = active, most hits filed as inhibitors; 410,000 compounds, 0.076% hits; AID 602310;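 further: potency means the concentration at half of the fitted maximal effect; on the % scale 0 is the no-effect control and ±100 the full control effect; nearly all actives have a fitted effect of over 60% in size; hits raise eYFP signal because A3G escapes Vif-driven loss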
# Target sequence (Q9HC16 whole entry, looked up): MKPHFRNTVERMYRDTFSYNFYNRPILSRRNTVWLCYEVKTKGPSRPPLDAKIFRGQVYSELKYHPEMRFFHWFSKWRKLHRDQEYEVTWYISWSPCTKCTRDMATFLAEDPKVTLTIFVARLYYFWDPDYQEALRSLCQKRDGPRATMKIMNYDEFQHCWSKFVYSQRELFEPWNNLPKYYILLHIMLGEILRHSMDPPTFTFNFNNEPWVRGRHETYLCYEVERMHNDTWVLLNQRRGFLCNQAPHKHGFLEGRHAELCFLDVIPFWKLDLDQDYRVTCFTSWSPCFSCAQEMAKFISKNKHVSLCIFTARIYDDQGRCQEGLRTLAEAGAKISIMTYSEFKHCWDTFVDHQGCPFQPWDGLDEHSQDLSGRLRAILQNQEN
#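 HeLa cells stably expressing Vif and C-terminally eYFP-tagged A3G, seeded overnight at 37 deg C, then exposed to compound by pintool overnight at 37 deg C. Rise in yellow fluorescence (Ex 488/Em 500-530, Acumen) marks blocked Vif-driven A3G degradation.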
# TrxR1 substrate: is turned over as a substrate by rat TrxR1; O89049; purified TrxR1 substrate turnover, NADPH consumption readout; Potency, µM (top dose mostly 114 µM), inactives show at the highest dose activity change, negative = substrate turnover; 390,000 compounds, 0.01% hits; AID 588456; further: potency means the concentration at half of the fitted maximal effect; on the % scale 0 is the no-effect control and ±100 the full control effect; nearly all actives have a fitted effect of over 50% in size
#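 Rat TrxR1, dispensed at 90 nM, was prereduced with 400 uM NADPH (final) for 5 min at ~22 deg C, then incubated with compound 15 min before 400 uM selenite. A first-read NADPH fluorescence drop versus no-compound background flagged substrates.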
# PI4K2A block: PI4K2A (human) kinase inhibition; purified PI4K2A, ADP-Glo luminescence, 1 h; stronger effect = lower value; 420,000 compounds, 0.13% hits; activity change, negative = inhibition, % at 76.9 µM; AID 1346378; in the data active means activity change below about -50%; inconclusive means mostly about -30% to -49%;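 further: -100% = wells without enzyme as full effect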
#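 In this quantitative HTS, ADP production by PI4K2A was quantified luminescently after 1 h at ambient temperature; 100 microM adenosine served as plate-quality control.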
# mIDH1 inhibitor: blocks human mutant IDH1 R132H enzyme; 390,000 compounds, 0.093% hits; Potency, µM (titrated, usually from 76.6 µM), inactives show at the highest dose activity change, negative = inhibition, actives largely listed as inhibitors; IDH1-R132H enzyme, NADPH consumption, diaphorase/resazurin fluorescence; further: potency means the concentration at half of the fitted maximal effect; on the % scale 0 is the no-effect control and ±100 the full control effect; nearly all actives have a fitted effect of over 65% in size
#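 IDH1-R132H (0.5 ug/mL) preincubated 30 min with compound, then NADPH (0.016 mM) and alpha-KG (2 mM) added; 80 min at RT, pH 7.5. Remaining NADPH coupled via diaphorase/resazurin to fluorescence (540/590 nm); concentration-response curves normalized to no-enzyme control.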
# USP1-UAF1 inh: USP1/UAF1 (human) deubiquitinase inhibition; O94782; recombinant USP1/UAF1, Ub-Rhodamine cleavage fluorescence; Potency, µM (top dose mostly 57.1 µM), inactives show top-dose activity change, negative = inhibition, most hits filed as inhibitors; 390,000 compounds, 0.23% hits; further: potency means the concentration at half of the fitted maximal effect; on the % scale 0 is the no-effect control and ±100 the full control effect; nearly all actives have a fitted effect of over 60% in size; inactives centre near -12
#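 High-throughput fluorogenic screen: 1nM USP1/UAF1 complex, Ub-Rho substrate 150nM final, 50mM HEPES pH 7.8 with 0.5mM EDTA, 0.1 mg/ml BSA, 1mM TCEP and 0.01% Tween-20.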
# GRP78 ERSR act: inducers of ER stress response in human glioma cells; Potency, µM, for the others: top-dose activation, usual class: activators; AID 602332; 420,000 compounds, 0.02% hits; U87-MG GRP78 promoter luciferase reporter, 16 h; further: potency means the concentration at half of the fitted maximal effect; series mostly up to about 76 µM; % of control where 0% means no effect; nearly all actives have a fitted effect of over 35% in size
#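 ERSR induction read as luciferase luminescence (Bright-Glo, 10 min at room temperature) in stably transfected human U87-MG glioma cells exposed to compounds for 16 h, using GRP78 as sensor.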
# Vif-APOBEC3F blk: Vif-A3F binding inhibition; HeLa A3F-eYFP + Vif (tagged APOBEC3F with the HIV-1 protein that degrades it), YFP fluorescence increase; Potency, µM (titrated, usually from 46.1 µM), inactives show at the highest dose activity, negative = active; 390,000 compounds, 0.2% hits; further: potency means the concentration at half of the fitted maximal effect; % of control where 0% means no effect; nearly all actives have a fitted effect of over 65% in size
#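 Fluorescence increase (Ex 488/Em 500-530) after overnight compound treatment at 37 deg C flags inhibition of Vif-driven A3F-eYFP loss in stable HeLa A3F-eYFP/Vif cells seeded overnight beforehand.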
# * marks the source's active call; other numbers are inactive results; u = inconclusive; x = not tested or not shown; & = joins results of further samples; [ ] = another dose, or the depositor's remark. Unless noted, the call rests on the fitted dose curve; in most records, active means well fitted curve in the direction sought with a large enough effect; inconclusive means small, poorly fitted or top-dose-only effect, or another doubt; inactive means no such curve, though single readings can be large; an effect the other way counts as inactive or inconclusive. An excerpt, so the mix of outcomes need not match the whole.
SMILES,LDHA block,RXFP1 agonist,Vif-A3G inh,TrxR1 substrate,PI4K2A block,mIDH1 inhibitor,USP1-UAF1 inh,GRP78 ERSR act,Vif-APOBEC3F blk
COc1cc2c3c(n(C)c(=O)c2cc1OC)-c1cc2c(cc1C3=O)OCO2,-1,x,-5%,5%[11.4 µM],2,3%,-8%,-7%,3%
Cc1ccc(C)c(SCC(=O)Nc2oc(C)c3c(C)n[nH]c(=O)c23)c1,3,0.5%,-3%,-6%,-4,-7%,2%,2%,-9%
O=C(Nc1cccc([N+](=O)[O-])c1)Nc1cccc([N+](=O)[O-])c1,-2,2.8%,0%,1%,3,0%,-10%,-3%,-5%
CC(C)CCN(N=O)[C@@H](Cc1ccccc1)CN(N=O)[C@@H](Cc1ccccc1)CN(C)N=O,-3,-0.9%,0%,-9%,-2,-6%,0%,-3%,1%
CC(=O)c1cccc(NC(=O)c2cc3ccccn3n2)c1,-10,2.1%,0%,4%[57.1 µM],-5,3%,-6%,8%,7%
COc1ccccc1NC(=O)COC(=O)c1c(NC(C)=O)sc(C)c1C,-7,x,-5%,x,3,-5%,-24%,-3%,2%
COCCNC(=O)C1CC2Cn3c(nc4cc(C)c(C)cc43)C2N1C (configuration not stated),-1,0.0%,1%,-3%,-4,2%[38.3 µM],0%,2%,-2%
CC(/C=C/c1ccc2c(c1)OCO2)=N\NC(=O)c1cccc([N+](=O)[O-])c1,-7,-0.2%,2%,-1%,8,-4%,-7%,-2%,-4%
Cc1sc2ncn(CC(=O)NCC3COc4ccccc4O3)c(=O)c2c1S(=O)(=O)N1CCOCC1 (configuration not stated),-7,0.3%,-1%,-5%,3,-1%,-11%,-3%,-3%
N#C/C(=C\N1CCCCC1)S(=O)(=O)c1ccc(Cl)cc1,-4,0.4%,1%,0%,8,4%,-11%,0%,-9%
c1ccc2[nH]c(CSc3nccs3)nc2c1,0,0.0%,-1%,5%,-2,7%,-19%,2%,-3%
COCCNC(=O)C(=O)NNC(=O)COc1ccc(OC)cc1,2,-0.5%,0%,1%,0,-2%,-20%,-4%,-12%
C/C(Cc1ccccc1)=N\NC(=O)c1cccnc1,1,1.2%,1%,-16%,-2,1%,-7%,3%,3%
CC(=O)c1cccc(NC(=O)N2CC(C)OC(C)C2)c1 (configuration not stated),1,0.6%,1%,9%,-1,2%,-18%,2%,0%
COc1ccc(C(=O)NCC(=O)OCc2csc(-c3ccccc3)n2)cc1,-3,2.0%,1%,-16%,-5,-2%,-10%,1%,4%
Cc1ccc(NC(=O)NNC(=O)COc2ccc(Cl)cc2)cc1,0,x,-1%,7%,-4,12%,-17%,0%,1%
COc1ccc(C(C)C)cc1S(=O)(=O)Nc1ccc(Cl)cn1,1,-0.4%,1%,-6%,-2,5%,-6%,-4%,2%
CCOC(=O)c1c2c(n3ccccc13)C(=O)c1ccccc1C2=O,9,x,u,-1%,x,x,x,-1%,x
COc1ccc(/C(C)=N/NC(=O)CNC(=O)c2cccnc2)cc1,-4,3.6%,-8%,6%,1,4%,u,17%,-12%
CCn1c(=O)c(CCC(=O)N2CCOCC2)c(C)c2c(C)nn(-c3ccccc3)c21,-4,0.8%,3%,5%,-1,-1%,-30%,-2%,-4%
Cc1ccc2c(c1)CO[C@]21O[C@H](CCO)C[C@H](O)[C@H]1O,-5,x,-1%,x,0,3%,-27%,-3%,-3%
CCOc1ccc(-c2ccc(SCC(=O)Nc3nnc(C)s3)nn2)cc1,-3,0.2%,-3%,7%[57.1 µM],4,5%,-10%,-2%,1%
NNC(=O)c1ccc(CN2C(=O)c3cccc4cccc2c34)cc1,-11,5.2%,-4%,-6%,-2,0%,-20%,-2%,u
COc1cc(/C=C2\C(=O)N(CCC#N)N=C2C)c(Br)cc1OC(C)C,13,0.5%,0%,-1%,-5,3%,-16%,-4%,-5%
Cc1ccc(CNC(=O)CCCn2c(=O)[nH]c3ccc(Br)cc3c2=O)cc1,1,12%,5%,4%,-5,7%,u,-3%,5%
COc1ccc(/C(=N/Nc2ncnc3ccccc23)C(=O)O)cc1,11,-1.9%,u,-20%,-3,-3%,-20%,-1%,u
CC(=O)Nc1c2c(nn1-c1ccc(F)cc1)CSC2,-8,3.2%,1%,5%,1,-3%,-24%,-3%,-16%
O=C(c1ccc([N+](=O)[O-])cc1)N1c2ncnn2C2(CCCCC2)[C@@H]2CCCC[C@@H]21,-1,4.1%,-2%,7%,0,0%,14%,-2%,0%
C#CCOCCOCCOCCNc1nc(N2CCN(C(=O)[C@H]([C@@H](C)CC)n3cc(CCC(=O)O)nn3)CC2)nc(N2CCN(C(=O)[C@H](C)n3cc(CCCN=C(N)N)nn3)CC2)n1,-1,2.9%,2%,-3%,1,-8%,-11%,-1%,-6%
COCCOC(=O)C1=C(N)Oc2c(oc(CO)cc2=O)C1c1ccccc1F (configuration not stated),-4,-0.6%,3%,5%[57.1 µM],-6,0%,-13%,1%,-2%
O=C(Cn1c(=O)n(CCC(=O)N2CCc3ccccc3C2)c(=O)c2ccccc21)NCC1CCCO1 (configuration not stated),-7,1.9%,0%,-2%,-3,4%,-16%,-2%,-7%
CCOc1ccc(-n2nc3cc(C)c(N)cc3n2)cc1,6,11%,0%,35%,-4,-6%,-15%,-8%,3%
COc1ccc2sc(-c3ccc(S(C)(=O)=O)cc3)c(-c3ccc4c(c3)OCCO4)c2c1,1,x,-11%,30%,1,0%,u,5%,12%
Cc1cccc(NS(=O)(=O)c2ccc3nc(-c4ccccc4)[nH]c3c2)c1C,-4&-13,-1.6%&1.4%,-8%&-17%,-12%,2&4,10%&0%,-1%&-1%,12%&11%,-9%&-1%
COC(=O)c1ccc(C2/C(=C(/O)c3ccc(OC)cc3)C(=O)C(=O)N2Cc2ccco2)cc1 (configuration not stated),2,24%,0%,-10%,4,0%,-18%,2%,4%
CCc1ccc(N(CC)C(=O)Cn2nc(Cc3cccnc3)c3ccccc3c2=O)cc1,-7,-0.2%,-12%,0%,6,0%,-17%,-1%,-5%
Cc1ccccc1NS(=O)(=O)c1cc2c3c(c1)CC(=O)N3CCC2,-12,0.3%,0%,-9%,-2,-8%,-23%,0%,-1%
CCC(=O)N(Cc1ccco1)c1nc(-c2cc(OC)ccc2OC)cs1,-3,5.3%,0%,-8%,-2,2%,u,-3%,-3%
C#CC(C)(O)C1CC(CC(=O)O)C1(C)C (configuration not stated),2,x,0%,3%,12,2%,u,-4%,5%
O=C1CCC(c2ccccc2)=NN1,-2,-1.4%,-1%,-15%[57.1 µM],-2,1%,-19%,-3%,-2%
CC(Oc1ccccc1)C(=O)OCC(=O)NC(=O)NC1CCCCC1 (configuration not stated),-2&-3,-0.6%,1%,-3%,-4,-2%,-13%,-3%,8%
O=C1CN(C(=O)c2cc([N+](=O)[O-])ccc2Cl)C(c2ccc(F)cc2)c2cc(F)ccc2N1 (configuration not stated),-5,1.9%,2%,-9%,-8,4%,-21%,-7%,0%
O=C(NCc1ccc(C(F)(F)F)cc1)c1ccc2c(c1)S(=O)(=O)c1ccccc1C2=O,-11,x,1%,-4%,-3,-5%,-8%,-3%,0%
C=CCNc1ccc(C(=O)O)cc1,-2,-1.6%,0%,1%[57.1 µM],2,4%,-7%,-4%,-5%
CCN1C(=O)c2ccccc2S(=O)c2ccc(C(=O)NCc3ccc(OC)cc3)cc21 (configuration not stated),-9&0,-0.3%&0.5%,-3%&-7%,-5%&-2%,2&-2,-8%&20%,u,-5%&-3%,-2%&1%
COC(=O)c1c(C)oc2ccc(OC(=O)c3cccs3)cc12,-2,0.2%,1%,1%,7,4%,-29%,1%,4%
COc1cc2c(cc1OC)C1=C(C#N)CC/C(=N\S(=O)(=O)c3ccccc3)N1CC2,0,0.1%,-6%,-11%[57.1 µM],-2,16%,-13%,-3%,-24%
CC(C)(C)C(=O)Nc1cc(NC(=O)C(C)(C)C)cc(C(=O)Nc2cc(C(=O)O)cc(C(=O)O)c2)c1,-5,-0.7%,-3%,13%[57.1 µM],3,10%,-20%,-4%,-10%
O=C(O)c1ccc(N(c2ccccc2)c2ccccc2)cc1,-6,2.5%,1%,27%[57.1 µM],0,0%,-26%,-2%,9%
Cc1noc(C)c1S(=O)(=O)N1CCC(C(=O)NCCC2=CCCCC2)CC1,-6,0.9%,0%,7%[57.1 µM],3,14%,-1%,-4%,-5%
Cc1nn(-c2ccccc2)c(C)c1C(=O)OCC(N)=O,-7,-0.3%,5%,4%,-1,-3%,-22%,-2%,-6%
Cc1n[nH]c(=O)c2c1nnn2Cc1ccc(F)cc1,3,6.2%,0%,6%,-1,-3%,-5%,-4%,9%
O=C1N[C@@H](Cc2cn(S(=O)(=O)c3ccccc3)c3ccccc23)C(=O)N[C@H]1Cc1ccccc1,-2,x,5%,-4%,4,4%,-29%,-3%,2%

# Looked up one by one from the list above:
SMILES,LDHA block,RXFP1 agonist,Vif-A3G inh,TrxR1 substrate,PI4K2A block,mIDH1 inhibitor,USP1-UAF1 inh,GRP78 ERSR act,Vif-APOBEC3F blk
O=C(c1ccc([N+](=O)[O-])cc1)N1c2ncnn2C2(CCCCC2)[C@@H]2CCCC[C@@H]21,-1,4.1%,-2%,7%,0,0%,14%,-2%,0%
COc1ccc(C(C)C)cc1S(=O)(=O)Nc1ccc(Cl)cn1,1,-0.4%,1%,-6%,-2,5%,-6%,-4%,2%
